Lung fibro prol: blocks proliferation of human lung fibroblasts. LL 47 human lung fibroblast viability, ATP luminescence; hits give low values. viability, % at 10 µM. actives 1.1% (n = 85,000). AID 719;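 active = viability at or below 50% in the single dose screen; inactive = viability above 50%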;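 also: compound exposure lasted 72 h before the ATP readout; 100% = median luminescence of untreated cell-only wells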
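Test system: LL 47 human lung fibroblasts / Quantity: 1,150 cells in each well / Medium: IMEM growth medium with 15% fetal bovine serum / Incubation: 72 h compound exposure at 37 °C after overnight plating / Detection: CellTiter-Glo luminescence measuring cellular ATP / Read-out: % viability versus median cells-only luminescence / Benchmarks: cell-only wells, no compound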
Candida biofilm: kills Candida albicans biofilms; C. albicans biofilm + clotrimazole, Alamar Blue; actives 0.14% (n = 85,000); inhibition, % at 6 µM;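 active = inhibition above 20%; inactive = inhibition below 20%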;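 also: preformed 24 hr biofilms exposed to compound for 48 hr; 0% = biofilm without compound and 100% = blank killed by clotrimazole plus chlorhexidine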
Smad3 inh: Smad3 (human) transcription factor binding inhibition. P84022. TR-FRET Smad3/Dy647-FoxH1 peptide binding, europium anti-His. inhibition, % at 25 µM. actives 0.29% (n = 88,000). AID 630;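 active = compounds that reduce the energy-transfer binding signal between the protein and its labelled peptide by more than half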;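 also: 0% = Smad3 plus labelled peptide maximal FRET and 100% = peptide-only background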
H69AR growth 86K: growth inhibitors of human H69AR lung tumor cells; AID 598; H69AR lung tumor viability, ATP luminescence, 72 h; hits give low values; actives 6% (n = 85,000); viability, % at 10 µM;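 active = viability at or below 40%; inactive = viability above 40%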;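 also: multidrug resistant small cell line overexpressing MRP-1 efflux transporter; 100% = mean luminescence of untreated control wells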
ERa SRC1 pot: ER-alpha (human) coactivator binding potentiation. P03372. TR-FRET ERalpha-LBD/SRC-Cy5 coactivator binding, 2 h; 100 = basal binding, no effect. coactivator binding (% of control), % at 25.6 µM. actives 1.3% (n = 86,000). AID 639; in the data active = activity above about 200%;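 also: binding measured in presence of low estradiol as agonist stimulus; 0% = peptide alone without receptor and 100% = receptor with peptide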
Target sequence (P03372 whole entry, looked up, the tested form may be a part): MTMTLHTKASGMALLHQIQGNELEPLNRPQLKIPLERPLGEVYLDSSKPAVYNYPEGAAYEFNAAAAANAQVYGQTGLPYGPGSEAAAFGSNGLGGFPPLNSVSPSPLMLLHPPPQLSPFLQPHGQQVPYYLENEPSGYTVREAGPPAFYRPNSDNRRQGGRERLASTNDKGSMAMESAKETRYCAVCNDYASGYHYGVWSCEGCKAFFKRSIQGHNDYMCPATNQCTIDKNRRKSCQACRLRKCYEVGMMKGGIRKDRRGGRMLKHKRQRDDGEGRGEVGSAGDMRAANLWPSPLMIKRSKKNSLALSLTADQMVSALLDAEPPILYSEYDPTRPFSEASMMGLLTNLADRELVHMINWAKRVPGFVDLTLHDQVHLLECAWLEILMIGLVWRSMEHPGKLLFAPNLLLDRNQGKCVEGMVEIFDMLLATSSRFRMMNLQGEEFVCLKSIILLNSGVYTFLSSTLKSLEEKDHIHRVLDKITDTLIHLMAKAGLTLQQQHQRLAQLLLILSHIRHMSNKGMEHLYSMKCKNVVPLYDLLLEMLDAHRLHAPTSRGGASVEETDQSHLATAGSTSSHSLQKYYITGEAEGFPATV
sEH act: increases human soluble epoxide hydrolase activity; P34913; purified human sEH enzymatic activity, activator screen; activation, % at 2 µM; actives 0.04% (n = 91,000); AID 717; in the data active = activation above about 37%; also: values of inactives mirror those of a sister screen read the other way
HUVEC inhibit: blocks proliferation of human endothelial cells | actives 1.1% (n = 86,000) | AID 648 | HUVEC proliferation, CellTiter-Glo luminescence, 72 h; hits give low values | viability, % at 10 µM (by protocol);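 active = viability at or below 30%; inactive = viability above 30%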;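 also: 100% = median luminescence of DMSO-only cell control wells on each plate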
ERa SRC1 inh: ER-alpha (human) coactivator binding inhibition. TR-FRET ER-alpha LBD / SRC-1 peptide, estradiol-bound. inhibition, % at 25.6 µM. actives 1.7% (n = 86,000); in the data active = inhibition above about 50%;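 also: 0% = receptor plus peptide control and 100% = peptide only without receptor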
ERb SRC1 inh: blocks coactivator binding to human estrogen receptor beta | TR-FRET ER-beta LBD / SRC1-Cy5 peptide binding; receptor agonist-loaded with 1 µM estradiol | Q92731 | actives 1.3% (n = 86,000) | AID 633 | inhibition, % at 25.6 µM;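 active = compounds whose percent inhibition of the receptor-coactivator binding signal exceeds about 50% in the single-dose screen, limit read from the data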;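 also: 0% = receptor plus peptide wells without compound and 100% = peptide-only wells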
Target sequence (Q92731 whole entry, looked up, the tested form may be a part): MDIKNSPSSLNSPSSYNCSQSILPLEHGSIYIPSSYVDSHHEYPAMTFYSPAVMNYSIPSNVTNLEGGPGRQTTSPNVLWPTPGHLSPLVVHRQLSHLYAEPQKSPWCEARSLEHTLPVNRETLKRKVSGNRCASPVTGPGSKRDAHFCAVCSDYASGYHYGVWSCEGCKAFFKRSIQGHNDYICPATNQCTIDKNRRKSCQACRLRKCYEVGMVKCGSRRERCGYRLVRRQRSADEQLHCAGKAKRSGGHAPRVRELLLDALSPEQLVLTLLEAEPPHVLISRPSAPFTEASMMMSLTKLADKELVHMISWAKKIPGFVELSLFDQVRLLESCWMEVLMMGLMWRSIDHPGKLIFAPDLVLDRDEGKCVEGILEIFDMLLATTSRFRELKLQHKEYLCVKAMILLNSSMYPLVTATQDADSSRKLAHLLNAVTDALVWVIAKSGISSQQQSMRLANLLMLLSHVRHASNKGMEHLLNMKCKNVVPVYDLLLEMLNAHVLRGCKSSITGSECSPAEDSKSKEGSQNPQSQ
The depositor's hits bear a star; x = no result given; [ ] = another dose, or the depositor's remark. The list is partial. The share of hits here may be higher or lower than overall.

SMILES	Lung fibro prol	Candida biofilm	Smad3 inh	H69AR growth 86K	ERa SRC1 pot	sEH act	HUVEC inhibit	ERa SRC1 inh	ERb SRC1 inh
C=CCNC(=O)NC(=S)c1ccccc1	92	4	15	83	116	-2	89	2[fluorescence artefact?]	0
COc1ccccc1N1CCN(c2nnc(-c3ccc(F)cc3)c3ccccc23)CC1	86	6	-24[fluorescence artefact?]	100	102	10	79	14[fluorescence artefact?]	13[fluorescence artefact?]
COc1cc(/C=C/C(=O)N(C)c2ccccc2C(=O)O)cc(OC)c1OC	100	7	-3	105	97	-8	95	-8	-10
COc1cccc(NC(=O)c2oc3ccccc3c2NC(=O)c2ccc3c(c2)OCO3)c1	87	8	3	87	120	x	78	-20	-16[fluorescence artefact?]
NC(=O)c1ccsc1NC(=O)C1CCCN1S(=O)(=O)c1ccc(Cl)cc1 (stereo not drawn)	97	-2	-9	74	88	24	94	-25	-5
CC(=O)NCCCc1nc2ccccc2n1Cc1ccc(C)cc1	94	4	4	57	119	4	96	4	-10
Cc1cc(C)cc(NC(=O)CC2NCCNC2=O)c1 (stereo not drawn)	95	5	16	97	106	13	98	-2	-2
Cn1c(CN2CCCCC2)c(C#N)c2ccccc21	97	-3	7	92	110	6	90	-5[fluorescence artefact?]	-5
CCCOc1cccc(C(=O)N(Cc2ccco2)C2CCS(=O)(=O)C2)c1 (stereo not drawn)	102	2	-7	91	104[fluorescence artefact?]	6	96	-3	-3
Cc1cc(Cl)c(S(=O)(=O)N2CCCC2)cc1OCC(=O)NC1CCCCC1	85	-3	5	84	105	0	84	-2	0
COC(=O)c1cn[nH]c1NC(=S)Nc1ccc(Cl)c(Cl)c1	91	3	9	100	120	8	80	3	11
CC(C)(C)NC(=O)Cn1c(SCC(=O)N2CCCCCC2)nc2ccccc21	99	7	0	92	102	4	95	28[fluorescence artefact?]	27[fluorescence artefact?]
CCCc1nnc(NC(=O)C(C)N2C(=O)C3C4C=CC(C4)C3C2=O)s1 (stereo not drawn)	100	6	7	101	116	6	86	-9	7
Brc1ccc(-c2nnc3n2CCCCC3)cc1	96	6	4	95	100	9	96	17	-2
CCOC(=O)c1ccc(NC(=O)NCCN2CCCCC2)cc1	101	1	-14	93	99	x	103	6	26[fluorescence artefact?]
CCOc1ccc(-n2cnnn2)cc1S(=O)(=O)NCc1ccccc1	105	1	-16	90	98	0	98	-6	-1
O=C(NCc1cccnc1)c1cnc2sccn2c1=O	104	3	8	99	100	x	101	7	5
CCC(Oc1ccc2c(c1)C(=O)CC(C)(C)O2)C(=O)NCCN1CCCCCC1 (stereo not drawn)	103	7	9[fluorescence artefact?]	92	112[fluorescence artefact?]	-12	91	16[fluorescence artefact?]	1
CCCN(CCC)CCNS(=O)(=O)c1ccc2c(c1)oc(=O)n2C	100	4	5	97	100[fluorescence artefact?]	-7	99	2	-2
Cc1cc(-n2[nH]c(C)c(C)c2=O)nc(-c2ccccc2O)n1	66	9	-8	16*	78	x	76	8	13[fluorescence artefact?]
CCOc1ccccc1NC(=O)c1cc(Cl)ccc1NC(=O)c1ccco1	93	3	1	29*	108[fluorescence artefact?]	-4	50	-1	6
Cc1ccc(CCNC(=O)c2coc3nc4ccccc4nc23)cc1	103	6	8[fluorescence artefact?]	97	290*[fluorescence artefact?]	11	94	-24[fluorescence artefact?]	-6[fluorescence artefact?]
Nn1c(SCC(=O)NC2CCCCC2)nnc1-c1ccc(Cl)cc1	103	1	-10	100	83	11	116	5	23[fluorescence artefact?]
Cc1ccc2cc(CN(CCCO)S(=O)(=O)c3cccc4nsnc34)c(=O)[nH]c2c1	99	3	-13	72	108	15	91	9	1
Cc1ccc(C(c2nnnn2CS(=O)(=O)c2ccc(C)cc2)N2CCN(c3ncccn3)CC2)cc1 (stereo not drawn)	97	7	-7	90	107	4	94	7	-7

The last four records of the section above are carried over, then new ones follow.
SMILES	Lung fibro prol	Candida biofilm	Smad3 inh	H69AR growth 86K	ERa SRC1 pot	sEH act	HUVEC inhibit	ERa SRC1 inh	ERb SRC1 inh
Cc1ccc(CCNC(=O)c2coc3nc4ccccc4nc23)cc1	103	6	8[fluorescence artefact?]	97	290*[fluorescence artefact?]	11	94	-24[fluorescence artefact?]	-6[fluorescence artefact?]
Nn1c(SCC(=O)NC2CCCCC2)nnc1-c1ccc(Cl)cc1	103	1	-10	100	83	11	116	5	23[fluorescence artefact?]
Cc1ccc2cc(CN(CCCO)S(=O)(=O)c3cccc4nsnc34)c(=O)[nH]c2c1	99	3	-13	72	108	15	91	9	1
Cc1ccc(C(c2nnnn2CS(=O)(=O)c2ccc(C)cc2)N2CCN(c3ncccn3)CC2)cc1 (stereo not drawn)	97	7	-7	90	107	4	94	7	-7
CCN(CC)S(=O)(=O)N1CCC(C(=O)NCCN2CCOCC2)CC1	104	-5	-2	92	104	0	101	-4	-1
Cc1cccc2c(=O)c(C(=O)NCCCN3CCOCC3)c[nH]c12	92	7	6	87	109	4	81	-24	-34[fluorescence artefact?]
CC(C)N1CC(O)=C(c2nc3ccccc3c(=O)[nH]2)C1=N	99	1	4	93	105	-1	87	9[fluorescence artefact?]	8[fluorescence artefact?]
CC(C)[C@@H]1N[C@]2(C(=O)Nc3ccccc32)[C@@H]2C(=O)N(c3cccc(C(F)(F)F)c3)C(=O)[C@@H]21	85	6	2	98	122	21	100	-2	14
COc1ccc(C2C(C(N)=O)=C(C)Nc3nc(-c4ccccc4OC)nn32)cc1OC (stereo not drawn)	102	0	-6	76	90[fluorescence artefact?]	1	88	24	24
COc1ccc(OC)c(NC(=O)CSc2ccccc2)c1	101	10	0	83	112	18	106	-2	2
CC1Cc2ccccc2N1C(=O)CSc1nnc2sc3ccccc3n12 (stereo not drawn)	107	12	3	96	100	-1	89	5	-5
COc1ccc(-c2cn(-c3ccc(C)cc3)c(=O)n2CC(=O)Nc2ccc(OC)cc2OC)cc1	98	5	4	91	98[fluorescence artefact?]	7	88	-2	6
O=C(Oc1nsnc1N1CCOCC1)N1CCCCC1	92	2	3	94	116	26	91	6	0
COCc1nnc(NC(=O)CCC2CCCCC2)s1	95	7	-7	100	102	-22	100	4	1
Cc1ccc(S(=O)(=O)NCCc2ccncc2)cc1	95	6	0	101	156	-6	95	3	0
COc1ccc(C(C(=O)NC2CCCCC2)N(CC2CCCO2)C(=O)CNC(=O)c2ccco2)cc1 (stereo not drawn)	99	1	7	50	102	17	105	5	27
COCCSc1nnc(NC(=O)C2CCCO2)s1 (stereo not drawn)	91	4	4	103	104	x	104	-3	1
Cc1c(C#N)c2ccccc2n1CC(=O)NCc1cccnc1	89	1	-3	95	96	-2	77	1	-8
O=C1C=C(NCc2ccc(Cl)cc2)CC(c2ccco2)C1 (stereo not drawn)	98	4	8	90	84	3	99	26	28
COc1ccc(S(=O)(=O)N(C)CC(=O)Nc2ccccc2OC)cc1	105	4	2	98	121	4	87	8[fluorescence artefact?]	-1[fluorescence artefact?]
COc1ccc(S(=O)(=O)NC(CC(=O)NCc2ccccc2OC)c2ccco2)cc1 (stereo not drawn)	98	4	-7	85	116	-13	93	4	0[fluorescence artefact?]
COc1cccc(-c2ccc(C#N)c(OC(=O)c3ccc(Cl)cc3)n2)c1	99	4	4	8.9*	80	10	88	15	9
O=C(NC1CC2CCCC(C1)N2C(=O)N1CCCCC1)C1CCCCC1 (stereo not drawn)	105	0	-3	100	124	-13	107	3	7[fluorescence artefact?]
CSc1nnc(-c2ccccc2Cl)o1	109	7	13	104	108	2	99	-2	-9
CCOC(=O)N1CCN(C(=O)COc2ccc(S(=O)(=O)NCC(C)C)cc2C)CC1	99	6	5	82	91[fluorescence artefact?]	9	92	14	8[fluorescence artefact?]
COc1ccc2c(c1)nc1n2CN(CC2CCCO2)CN1Cc1ccccc1 (stereo not drawn)	86	-1	-8	25*	107	x	68	-2[fluorescence artefact?]	-6[fluorescence artefact?]
CNC(=O)c1ccc(OCc2ccccc2)c(OC)c1	108	6	6	99	116	11	92	28	9
CN1CC2=Cc3ccccc3OC23Oc2ccccc2C=C3C1	78	3	13	21*	119	0	31	-1	0
COc1ccc(C(=O)NC(=S)N2CCCCC2)cc1	101	-4	-6	105	92	21	102	-4	18

Next section:
SMILES	Lung fibro prol	Candida biofilm	Smad3 inh	H69AR growth 86K	ERa SRC1 pot	sEH act	HUVEC inhibit	ERa SRC1 inh	ERb SRC1 inh
O=C(c1ccccc1)N1CCN(C(=O)c2cc3ccccc3o2)CC1	105	0	-8	94	94	-10	100	7	-1
Cc1ccc2[nH]c3c(=O)n(Cc4ccncc4)cnc3c2c1	98	0	1	88	106	8	78	-6	4
CCn1c(SCC(=O)OCc2ccccc2)nnc1-c1ccco1	103	10	7	96	106	8	103	0	-3
Cn1c(=O)c2c(nc(CN3CCc4ccccc4C3)n2CCc2ccccc2)n(C)c1=O	96	2	5	91	102	2	94	-6	0
O=C(Nc1ccc(S(=O)(=O)NCc2cccnc2)cc1)c1ccco1	108	-4	-21	98	116	6	115	-3	3
Cc1cc(C)nc(SCc2nnc(SCC(=O)OC3CCCCC3)o2)n1	102	4	2	91	111	-1	90	6	0
CCc1ccc2[nH]c(=O)c(CN(Cc3nnnn3C3CCCC3)C3CCCCC3)cc2c1	x	7	-5	12*	85[fluorescence artefact?]	x	71	-2	-4
c1ccc(N2CCN(c3ccccc3)C2c2cccnc2)cc1	82	6	-6	85	103	5	93	-8	-5
CC(C)C(NC(=O)COc1ccccc1)C(=O)O (stereo not drawn)	95	2	6	104	112	4	86	-3	-5
CCNC(=O)N(C(=O)NCC)n1c(C)nnc1C	104	-3	4	96	147	-5	98	-2[fluorescence artefact?]	-4
COC(=O)Cn1nc(-c2ccc(C)c(S(=O)(=O)N(C)C)c2)c2ccccc2c1=O	100	5	8	70	117	x	97	0	-8
COC(=O)CCC(=O)N1CCOCCOCCN(C(=O)CCC(=O)OC)CCOCCOCC1	101	2	14	95	114[fluorescence artefact?]	0	95	-5	2
Clc1ccc2c(NCc3ccccn3)ncnc2c1	92	-2	13	92	103	-7	107	6	9
CC(C)C(NC(=O)OCc1ccccc1)C(=O)OCC(=O)NCc1ccco1 (stereo not drawn)	105	1	7	94	171[fluorescence artefact?]	11	107	42	30
c1ccc(-c2nc(NCc3cccnc3)c3oc4ccccc4c3n2)cc1	87	2	3	38*	88	-4	67	-40[fluorescence artefact?]	-16
CSc1nc(-c2ccc(Cl)cc2)nn1C(=O)c1ccco1	116	4	1	106	101	-9	104	11[fluorescence artefact?]	2[fluorescence artefact?]
Cc1ccc(C(=O)Nc2ccc3c(c2)nc2n3CCSC2)cc1	90	6	11	76	122	x	74	7[fluorescence artefact?]	-11[fluorescence artefact?]
O=C(CSc1ccc2c(c1)OCCO2)Nc1ncc(Cl)cc1Cl	109	6	10[fluorescence artefact?]	96	116[fluorescence artefact?]	7	105	6[fluorescence artefact?]	6[fluorescence artefact?]
CCOC(=O)c1cnn(-c2cccc(Cl)c2)c1N	108	10	2	91	93	17	114	4	-1
CCCc1c(O)nc(SCCN(CCC)CCC)[nH]c1=O	98	8	-6	102	109	x	101	-7	10
CC(=O)c1c(NCc2ccccc2)nc(=O)n(-c2ccccc2)c1C	101	0	12	95	109	14	92	4	1[fluorescence artefact?]
CCC(Sc1nc2cc3c(cc2c(=O)n1Cc1ccco1)OCO3)C(=O)Nc1ccccc1OC (stereo not drawn)	55	0	5	7.6*	144[fluorescence artefact?]	-15	25*	88*[fluorescence artefact?]	32[fluorescence artefact?]
Cc1nc(SCC(=O)Nc2cc(C)on2)c2c(=O)n(C)c(=O)n(C)c2n1	97	15	5	80	80	4	97	8	-3
